Screens: PubChem BioAssay, several laboratories
NSD2 inh – NSD2 histone methyltransferase inhibitors, primary screen, biochemical, AlphaScreen, single concentration, set 2; Histone-lysine N-methyltransferase NSD2 (Homo sapiens), O96028; NSD2 peptide methylation, 120 min; hit rate 0.54% among 310,000; inhibition, % at 12.5 µM; AID 743445, 2014; in the data active = inhibition above about 50%
DAGLB inhibitor – DAGLB lipase inhibitors, primary screen, biochemical, fluorescence, HTS; AID 504411, 2011; HEK293T DAGLB membrane lysate, EnzChek fluorogenic substrate; Diacylglycerol lipase-beta (Homo sapiens), Q8NCG7; hit rate 0.059% among 340,000; inhibition, % at 5.17 µM; in the data active = inhibition above about 34%;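 note: 0% = enzyme with vehicle and 100% = wells lacking enzyme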
PKA-R2B activ – activators of PKA-R2B holoenzyme, primary screen, biochemical, fluorescence polarization, Cy5-IP20, human | cAMP-dependent protein kinase catalytic subunit beta (Homo sapiens) + cAMP-dependent … | PKA-R2B holoenzyme dissociation; R2B truncated from residue 108, S112A mutant; 0% DMSO only, 100% 113 µM cGMP | activation, % at 11.4 µM | hit rate 0.079% among 340,000 | AID 504700, 2011;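 active = activation above a cutoff set at the mean over all compounds plus 3 SD, cut at about 18% in these data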;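 note: higher means more holoenzyme dissociation and a rise in polarization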
Target sequence (P31323 whole entry, looked up, other chains not shown, the tested form may be a part): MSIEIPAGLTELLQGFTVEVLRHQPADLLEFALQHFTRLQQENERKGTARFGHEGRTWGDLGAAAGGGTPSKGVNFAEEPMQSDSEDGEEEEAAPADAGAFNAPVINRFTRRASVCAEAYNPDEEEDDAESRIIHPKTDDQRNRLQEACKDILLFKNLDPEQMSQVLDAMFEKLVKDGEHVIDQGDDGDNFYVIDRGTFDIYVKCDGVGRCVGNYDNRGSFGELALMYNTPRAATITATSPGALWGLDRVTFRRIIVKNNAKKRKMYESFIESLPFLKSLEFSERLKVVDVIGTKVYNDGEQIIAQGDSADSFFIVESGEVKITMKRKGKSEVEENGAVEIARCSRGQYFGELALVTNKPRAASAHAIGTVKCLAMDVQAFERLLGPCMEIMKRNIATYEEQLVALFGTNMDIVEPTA
The depositor's hits bear a star. A portion of the library (hit frequency here may not be typical).

PKA-R2B activ	DAGLB inhibitor	molecule	NSD2 inh
-4.2	0.2	Nc1cc(=O)n(Cc2ccco2)c(=S)[nH]1	0.3
-4.2	0.9	Cc1c(CN(C)C(=O)C2CCC(=O)N(Cc3ccccc3F)C2)[nH]c2ccccc12 (stereo not drawn)	13.6
-8.2	8.2	Oc1ccc(O)c(C=NNC(=S)NC2CC3CC2C2C=CCC32)c1 (stereo not drawn)	5.5
-5.4	-1.2	COc1ccc(CN2CCN(Cc3c[nH]c4ccccc34)CC2)cc1OC	4.9
-0.9	-3.3	CC(C)C1CCN(C(=O)C2CCC(=O)N(C3CCCCCC3)C2)CC1 (stereo not drawn)	1.4
-9.2	-13.1	O=C(Nc1ccccc1Cl)c1ccccc1CC(O)(c1ccccc1)c1ccccc1	-1.5
0.9	0.4	CN1CCCC1=Nc1ccccc1	-0.3
-4.5	-5.5	COc1ccc(NC(=O)COC(=O)c2ccc(S(=O)(=O)N3CCCCC3)cc2)c(OC)c1	0.3
-3.8	-1.4	CC12CCC3C(C1)C(C(=O)O2)C(=O)OC3(C)C (stereo not drawn)	-0.6
-6.8	-1.5	Cc1ccc(S(=O)(=O)NCCCCCCNS(=O)(=O)c2ccc(C)cc2)cc1	-1.9
-6.2	-4.5	CC(=O)c1c(O)c(C)c(O)c2c1OC1=CC(=O)/C(=C(/C)N)C(=O)C12C (stereo not drawn)	-3.4
3.0	-9.8	O=C(OCc1ccc(Br)cc1)c1cc([N+](=O)[O-])ccc1N1CCOCC1	2.2
1.8	-0.2	COc1ccc(C(=O)N2CCOC2CNC(=O)C(=O)NCc2ccccc2)cc1 (stereo not drawn)	-0.4
0.4	-3.0	O=C(NCCc1cccs1)c1ccc(CS(=O)Cc2cccc(Cl)c2)o1 (stereo not drawn)	28.6
-17.7	-4.2	Cc1nc(N2CCN(S(=O)(=O)c3cccs3)CC2)c2c(-c3ccccc3)c(C)sc2n1	-1.8
3.0	-0.5	O=C(Cc1ccccc1)NCC(=O)N1CCN(c2ccc(F)cc2)CC1	-31.8
-4.3	-5.0	N#CC(c1ccccc1)C(CC(=NO)c1ccccc1)c1ccccc1 (stereo not drawn)	1.1
13.8	-1.3	O=C1NC2C3CC(c4ccccc43)C12 (stereo not drawn)	-0.5
-4.4	-0.5	CN(C)S(=O)(=O)n1cc(/C=C(\NC(=O)c2ccccc2F)C(=O)N2CCCCC2)c2ccccc21	0.2
8.4	-2.9	O=C(COC(=O)CN1C(=O)c2ccccc2C1=O)Nc1ccccc1C(F)(F)F	0.0
13.3	-2.5	Cc1ccc(Cl)cc1N1C(=O)CC(Sc2ccccc2N)C1=O (stereo not drawn)	-0.1
3.7	-1.2	O=C(O)c1cccc(NC(=O)c2ccccc2NC(=O)c2cccs2)c1	1.0
-4.7	0.4	COc1ccc(C(=O)Nc2ccc3nc4n(c(=O)c3c2)CCCCC4)cc1OC	-3.9
-9.0	-1.1	O=S(=O)(Cc1nnnn1-c1ccc(Br)cc1)c1ccccc1	-8.4
-9.2	-2.1	Cc1cccc(OCc2nnc(SCC(=O)NCc3ccc4c(c3)OCO4)o2)c1	-0.3
-3.2	-3.1	CC1CC(C)CN(S(=O)(=O)c2ccc(F)c(C(=O)NC3CCCCC3C)c2)C1 (stereo not drawn)	-1.2
2.2	2.2	COc1ccc2c(CC(=O)Nc3ccc4nc(N5CCOCC5)sc4c3)coc2c1	-0.9
5.3	2.6	O=C(Nc1ccccc1OC(F)F)c1ccc(N2CCCC2=O)cc1	-2.8
-3.1	-3.0	CC1(C)C2CCC(CN)C1C2 (stereo not drawn)	-2.3
-8.2	-2.3	COc1ccc(C(=O)Nc2nc(CC(=O)NCc3c(F)cccc3F)cs2)cc1	-8.0
3.3	11.8	Cc1cc(N(C)C)cc(C)c1N=Nc1cc[n+]([O-])cc1	13.2
-3.8	0.0	COc1ccc(NS(=O)(=O)c2ccc(C)c(C(=O)NCCCn3ccnc3)c2)cc1	0.7
1.4	-5.4	N#Cc1ccccc1NC(=O)C1CCCO1 (stereo not drawn)	0.4
-9.5	1.1	N#Cc1ccccc1S(=O)(=O)N1CCN(Cc2cccs2)CC1	-1.1
-5.0	9.3	CCOc1ccc(Nc2ccc(S(=O)(=O)N3CCOCC3)cc2[N+](=O)[O-])cc1	8.6
-12.4	-3.6	CC(=O)Oc1ccc(N(C(C)=O)S(=O)(=O)c2ccccc2)c2ccccc12	5.1
-8.1	0.3	NNC(=O)CN1C(=O)C2(OCCO2)c2ccccc21	-2.0
1.5	-3.4	CC1CCCCC12NC(=O)N(CC(=O)N1CCN(S(=O)(=O)c3ccc(Cl)s3)CC1)C2=O (stereo not drawn)	1.2
-2.9	7.1	Cc1noc(NS(=O)(=O)c2ccc(NS(=O)(=O)c3ccc(C(C)(C)C)cc3)cc2)c1C	6.2
-4.9	-4.5	Cc1cc2c(cc1C)N(C(=O)CCl)CC(=O)N2	8.2
-7.6	0.6	COc1ccc(NC(=O)CCCOc2ccc(C(C)=O)cc2)cc1S(=O)(=O)N1CCCCC1	-1.9
-0.5	-2.8	C=C(C)C(=O)Nc1ccc2nn(-c3ccccc3O)nc2c1	0.1
0.5	-8.7	O=C1c2ccccc2-c2ccccc2NC1O (stereo not drawn)	0.0
-0.5	-16.0	COC(=O)C1(C)CCCC2(C)C3CCC(C(C)C)C(CO)C3C(CO)CC12 (stereo not drawn)	-0.8
2.3	2.8	COc1ccc(NC(=O)[C@H](C)NS(=O)(=O)c2ccc(NC(C)=O)cc2)cc1Cl	2.9
-3.5	-0.6	O=C(NCCNC(=O)c1ccc(-c2cccc(Cl)c2)o1)c1cnccn1	4.9
-16.5	1.7	CC(C)CN(C(=O)C1=COCCO1)c1c(N)n(Cc2ccccc2)c(=O)[nH]c1=O	-5.4
8.5	-6.0	c1ccc(OC2CCCCC2N2CCOCC2)cc1 (stereo not drawn)	-4.0
-9.3	4.0	COc1ccccc1OCC(=O)Nc1ccc(C(=O)Nc2ccccc2C(=O)O)cc1	-0.5
12.8	1.9	CCCCN(C(=O)c1cccc(-n2cnnn2)c1)c1c(N)n(CCCC)c(=O)[nH]c1=O	1.4
-14.0	0.6	COC(=O)CN1C(=O)COc2ccc(S(=O)(=O)N3CCCCC3)cc21	-3.1
-1.1	-0.1	COc1cc2c(cc1OC)CN(C(=O)CSC1=NCCS1)CC2	2.7
-5.3	-1.4	CC(=O)Oc1cc2c(cc1OC(C)=O)C(=O)CCCC2	4.6
-10.0	-0.5	CC(=O)c1c(C)[nH]c(C(=O)OCC(=O)NCc2ccccc2)c1C	-3.0
0.6	1.1	Cc1ccc(S(=O)(=O)N2Cc3ccccc3CC2C(=O)N(C)C)cc1 (stereo not drawn)	-1.6
4.8	-7.6	Cc1nc2c(N)nn(C)c2nc1C	-0.3
-2.7	-2.5	O=C1Cc2cccc(=O)c(O)c2C(=O)O1	22.9
-3.3	1.8	CCN(CC)CCNc1ccc(CO)c2oc3cc(Cl)ccc3c(=O)c12	22.9
-10.4	-4.9	O=C(Nc1nc(-c2ccc3c(c2)OCCO3)cs1)c1ccc(Br)o1	0.7
5.1	-10.0	CC1CC(=O)c2cc(-c3ccccc3)oc2C1 (stereo not drawn)	12.8

Next part
PKA-R2B activ	DAGLB inhibitor	molecule	NSD2 inh
-6.4	-3.5	N#Cc1csc(CCNC(=O)c2ccccc2)n1	-3.1
-1.4	-2.3	COC(=O)c1c(NC(=O)COC(=O)CNC(=O)c2cccc(OC(F)F)c2)sc(C)c1C	0.0
-3.6	-2.9	CC(C#N)(NC(=O)CN1CCN(S(=O)(=O)c2cccc(F)c2)CC1)C1CC1 (stereo not drawn)	-2.7
-2.7	-1.0	COc1cccc(CN(C)CC(=O)N2CCN(S(=O)(=O)c3ccccc3)CC2)c1	9.7
-7.0	1.2	CCC(=O)N(c1nnc(SC(C)C(=O)Nc2ccc(N3CCOCC3)cc2)s1)C1CC1 (stereo not drawn)	-5.4
-3.2	1.5	Cc1cccc(-n2c(C)nc3cc(C(=O)NCCN4CCOCC4)ccc32)c1	4.0
-5.6	-3.6	COc1ccc(CCNC(=O)CNC(=O)N2CC(=O)Nc3ccccc32)cc1OC	-2.0
2.1	0.1	COc1ccc(N(CC(=O)Nc2ccc(S(=O)(=O)N3CCOCC3)cc2)S(C)(=O)=O)cc1OC	1.4
10.1	2.7	CCCn1c(=S)[nH]c2cc(C(=O)N3CCN(c4ccccc4)CC3)ccc2c1=O	-0.4
-12.7	-1.0	CCOc1c(Br)cc(C(=O)Nc2cccc(S(=O)(=O)N3CCOCC3)c2)cc1OC	8.9
3.7	-0.6	CCC(C)NC(=O)c1ccc(N2CC3CC(C2)c2cccc(=O)n2C3)c(NC(=O)c2c(F)cccc2F)c1 (stereo not drawn)	-1.8
-4.0	-0.4	O=S1(=O)CCN(CCc2ccccc2)CC1	6.8
2.7	1.4	CCCCN(CCCNC(=O)c1ccc2c(c1)NC(=O)CN2C)c1ccccc1	3.0
-7.6	-6.6	O=C(CC1CC2CCC1C2)N1CCN(S(=O)(=O)c2ccc(C(F)(F)F)cc2)CC1 (stereo not drawn)	-2.4
1.0	2.1	CC(=O)c1cccc(NC(=O)C(C)Sc2nnc3ccccn23)c1 (stereo not drawn)	-6.5
-2.4	0.3	O=C(NCc1ccco1)c1c(Cl)cccc1Cl	4.4
-8.2	3.9	COc1ccc(N2CCN(C(=O)c3ccc(CS(=O)c4cccc(Cl)c4)o3)CC2)cc1 (stereo not drawn)	1.9
-2.5	0.3	CC(=O)C(Cc1ccccc1)NC(=O)COC(=O)c1cc(S(=O)(=O)N2CCOCC2)ccc1F (stereo not drawn)	0.4
0.2	0.1	CCOC(=O)c1cc(=O)nc(N)s1	-0.9
-12.2	-6.5	Cc1cc(C)nc(NS(=O)(=O)c2ccc(NS(=O)(=O)c3ccc(F)c(F)c3)cc2)n1	-2.3
-2.1	-4.8	COc1ccc(NC(=O)c2ccc3c(c2)CCN3S(C)(=O)=O)cc1	-0.5
-5.1	-0.8	CN(C)CCCn1c2c(c(SCC(=O)Nc3ccc4c(c3)OCCO4)nc1=O)CCCC2	5.7
-7.0	-1.1	O=c1[nH]c(C(F)(F)F)nc2c1nc1n2CCC1	-2.1
1.1	-4.6	Cc1ccc(S(=O)(=O)N2CCN(C(=O)N3CCCCC3)CC2)c(C)c1	-4.6
-4.5	0.5	O=C(NCCNc1ccc([N+](=O)[O-])cc1)c1ccccc1Cl	3.1
6.2	-0.8	COc1ccccc1CN1CCNC(=O)C1CC(=O)NCCCN1CCOCC1 (stereo not drawn)	-0.4
-14.8	-0.8	COC(=O)c1csc(C2OC(CO)C(O)C2O)n1 (stereo not drawn)	3.4
-5.5	-0.1	CC1CCCCC12NC(=O)N(CC(=O)NCc1cccs1)C2=O (stereo not drawn)	-0.7

Grouped by structure: the compounds so far containing two or more sulfur atoms (ten)
PKA-R2B activ	DAGLB inhibitor	molecule	NSD2 inh
-6.8	-1.5	Cc1ccc(S(=O)(=O)NCCCCCCNS(=O)(=O)c2ccc(C)cc2)cc1	-1.9
0.4	-3.0	O=C(NCCc1cccs1)c1ccc(CS(=O)Cc2cccc(Cl)c2)o1 (stereo not drawn)	28.6
-17.7	-4.2	Cc1nc(N2CCN(S(=O)(=O)c3cccs3)CC2)c2c(-c3ccccc3)c(C)sc2n1	-1.8
-9.5	1.1	N#Cc1ccccc1S(=O)(=O)N1CCN(Cc2cccs2)CC1	-1.1
1.5	-3.4	CC1CCCCC12NC(=O)N(CC(=O)N1CCN(S(=O)(=O)c3ccc(Cl)s3)CC1)C2=O (stereo not drawn)	1.2
-2.9	7.1	Cc1noc(NS(=O)(=O)c2ccc(NS(=O)(=O)c3ccc(C(C)(C)C)cc3)cc2)c1C	6.2
-1.1	-0.1	COc1cc2c(cc1OC)CN(C(=O)CSC1=NCCS1)CC2	2.7
-7.0	1.2	CCC(=O)N(c1nnc(SC(C)C(=O)Nc2ccc(N3CCOCC3)cc2)s1)C1CC1 (stereo not drawn)	-5.4
2.1	0.1	COc1ccc(N(CC(=O)Nc2ccc(S(=O)(=O)N3CCOCC3)cc2)S(C)(=O)=O)cc1OC	1.4
-12.2	-6.5	Cc1cc(C)nc(NS(=O)(=O)c2ccc(NS(=O)(=O)c3ccc(F)c(F)c3)cc2)n1	-2.3
